Source: PubChem
BL2 CD40 inh: CD40 pathway inhibition in BL2 cells; actives 0.94% (n = 83,000); BL2 NF-kB luciferase reporter, CD40L-induced, 4 h; inhibition, % at 10 µM;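 active means mean inhibition of at least 50% with a set share of replicates also reaching that level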;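 further: 0% = neutral control wells and 100% = IKK inhibitor VII at 50 µM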
An asterisk follows results filed as active; & = joins results of further samples; [ ] = another dose, or the depositor's remark.

SMILES	BL2 CD40 inh
COCCNC(=O)C(c1cccnc1)N(Cc1ccccc1)C(=O)Cn1nnc2ccccc21 (configuration not stated)	-29
COc1ccc(NC(=O)N2CCCCN3[C@H](CO)[C@@H](c4ccc(-c5ccccc5F)cc4)[C@H]3C2)cc1	13[25 µM]
CN1[C@@H]2c3cccc(=O)n3C[C@@H]2[C@@H](CO)[C@@H]1C(=O)NCCc1ccccc1	0[25 µM]
NC(=O)NC(=O)COC(=O)CC12CC3CC(CC(C3)C1)C2	13
CC1(c2cccc(Br)c2)NC(=O)N(CC(=O)N2CCc3ccccc32)C1=O (configuration not stated)	10
Cc1c(C(=O)N2CCCCC2)oc2ccc(Br)cc12	-68
CC1(C)Cc2nc3oc4c(NCc5ccccc5)ncnc4c3cc2CO1	1
Cc1cc(C)n2nc(S(=O)(=O)N(CC(C)C)CC(C)C)nc2n1	0
CC(=O)Nc1ccc(NC(=O)C2CCC(CNS(=O)(=O)c3cccc4nsnc34)CC2)cc1 (configuration not stated)	2
CCCCCCC(C)n1[nH]c(=O)cc1N (configuration not stated)	7
COc1ccc2c(c1OC)CN(C)CCc1cc3c(cc1C(=O)C2)OCO3	3
O=C1CSC(c2cccnc2)N1CCc1ccccn1 (configuration not stated)	-2
O=C(CN1C(=O)c2cccc3cccc1c23)Nc1ccc2c(c1)OCO2	-3&21
NNC(=O)CN1CCCc2ccccc21	-87
CCCCN1C(=O)C(=O)N(CC(=O)N2CCN(c3ccccc3)CC2)C1=O	21
CCN(Cc1ccccc1)S(=O)(=O)c1cc2c3c(c1)CCN3C(=O)CC2	13
Cn1c(SCc2nc3ccccc3[nH]2)nnc1-c1cccnc1	1
CCC(C)c1ccccc1NC(=O)COC(=O)C1=NN(c2ccccc2)C(=O)CC1 (configuration not stated)	-3
Nc1ccc(Nc2nc(-c3ccncc3)cs2)cc1	-63
CCOc1ccc(NC(=O)CN(C)C(=O)c2ccc3[nH]c4c(c3c2)CC(C)CC4)cc1OCC (configuration not stated)	-34
Cc1ccc2nc3c(c(C(=O)OCC(=O)N(C)C4CCS(=O)(=O)C4)c2c1)CCCC3 (configuration not stated)	1
COc1ccccc1C(=O)NCCC(=O)NCC(c1ccco1)N1CCCCC1 (configuration not stated)	-5
CS(=O)(=O)N1[C@H](C#N)[C@H](c2ccc(C#CC3CCCC3)cc2)[C@H]1CO	-14[25 µM]
Cc1ccc(-n2ncc3c2CC(C)(C)CC3NC(=O)c2c(C)noc2C)cc1 (configuration not stated)	9
Cc1nn(C)c2nc(NNC(=O)Nc3cc(Cl)nc(Cl)c3)cc(C(C)C)c12	2[25 µM]
CC(=O)Nc1cccc(NC(=O)CSc2nnc3ccc(-c4cccnc4)nn23)c1	8
Clc1ccccc1-c1ccc(/C=N/Nc2nncc(-c3ccccc3)n2)o1	-3
C[C@@H]1CN([C@@H](C)CO)C(=O)c2cc(Br)cnc2O[C@@H]1CN(C)Cc1ccc(Oc2ccccc2)cc1	0[25 µM]
CC(C)(C)c1ccc(OCC(=O)Nc2ccc3c4c(cccc24)C(=O)NC3=O)cc1	4
Cc1ccc(NC(=O)CN2C(=O)NC3(CCCc4ccccc43)C2=O)c(Cl)c1 (configuration not stated)	-6
CCCNC(=O)[C@@H]1[C@@H](CO)[C@@H]2Cn3c(ccc(-c4cccc(C(=O)N(C)C)c4)c3=O)[C@H]1N2	2[25 µM]
CCN(c1ccccc1)c1nc(=O)c2cccnc2s1	5
Cc1ccc(OCCC(=O)OCC(=O)Nc2c(C)nn(-c3ccccc3)c2C)cc1	-3
O=C(Nc1ccccc1N1CCN(C(=O)c2ccccc2)CC1)c1ccco1	6
CCc1ccc2c(-c3cccc(Cl)c3)nc(=O)n(CC)c2n1	2[25 µM]
O=C(OCC(=O)c1ccc[nH]1)c1ccc(S(=O)(=O)N2CCCCCC2)cc1	15

Random excerpt: 4 entries already listed, in no set order.
SMILES	BL2 CD40 inh
CCc1ccc2c(-c3cccc(Cl)c3)nc(=O)n(CC)c2n1	2[25 µM]
O=C(OCC(=O)c1ccc[nH]1)c1ccc(S(=O)(=O)N2CCCCCC2)cc1	15
CCN(c1ccccc1)c1nc(=O)c2cccnc2s1	5
Clc1ccccc1-c1ccc(/C=N/Nc2nncc(-c3ccccc3)n2)o1	-3

The listing continues.
SMILES	BL2 CD40 inh
Cc1cc(C)n(CC(C)C(=O)O)n1 (configuration not stated)	26
Cc1ccccc1-c1nc2sc(-c3ccccc3)cc2c(=O)o1	5
Cc1oc(-c2cccc(F)c2)nc1CN1CCCN(C(=O)c2ccco2)CC1	0
CO[C@@H]1CN(C)C(=O)c2cc(NC(C)=O)ccc2OC[C@@H](C)N(C(=O)Cc2ccccn2)C[C@H]1C	-10[25 µM]
COc1ccc(NC(=O)Cn2cnc3ccccc3c2=O)cc1OC	1
COCC#Cc1ccc2c(c1)O[C@H](CN(C)C(=O)COC)[C@@H](C)CN([C@@H](C)CO)S2(=O)=O	-4[25 µM]
C[C@H](CO)N1C[C@H](C)[C@@H](CN(C)C(=O)c2ccncc2)Oc2cc(C#Cc3ccncc3)ccc2S1(=O)=O	-1[25 µM]
CC(C)C(C(=O)Nc1ccc(S(=O)(=O)N2CCOCC2)cc1)N1C(=O)c2ccccc2C1=O (configuration not stated)	2
Cc1ccc(CSCC(=O)N(C)CC(=O)Nc2ccc(C)cc2)cc1	5
O=C(Nc1ccc(Cl)cc1N1CCOCC1)C1CCCO1 (configuration not stated)	6
O=C(CSc1ccccc1)N1CCN(C(=O)c2ccco2)CC1	1
CCOC(=O)C1NC(=O)CC1c1ccccc1 (configuration not stated)	3
COc1ccc(S(=O)(=O)N2CCC(NC(=O)N3CCOCC3)CC2)cc1	0
Cc1occc1C(=O)NC1CCCCCC1	7
Cc1noc(C)c1COC(=O)C1CC(O)CN1S(=O)(=O)c1ccc(Cl)cc1 (configuration not stated)	3
O=C(CC1SC(N2CCCCC2)=NC1=O)Nc1cccc(C(=O)NCc2ccc(F)cc2)c1 (configuration not stated)	0
COc1ccc(C(=O)NCCOc2cccc(Oc3ccccc3)c2)cc1OC	4
CC(=O)Nc1cccc(-c2ccnc3c2CC(C)(C(=O)Nc2ccccc2)O3)c1 (configuration not stated)	4
O=C(Nc1nc(COc2ccccc2)cs1)C12CC3CC(CC(C3)C1)C2	-46
O=C(c1ccncc1)c1ccc(NC(=O)c2cccs2)cc1	-59
Cc1ccc(S(=O)(=O)Nc2cccc(C(=O)NCc3cccnc3)c2)cc1F	0
CN(C)CC(O)CN1C(=O)NC(C)(C)C1=O (configuration not stated)	4
COCC(=O)Nc1cc(Cl)c(OC)cc1OC	5
CCOC(=O)c1c(N)sc(C(N)=O)c1C	-3
COCCNC(=O)C1CCCN(Cc2ccc(C(C)C)cc2)CC1 (configuration not stated)	7
CNC1(C)[C@H]2CC[C@H](C2)C1(C)C (some centres not stated)	13
O=C(c1cccc(S(=O)(=O)N2CCCC2)c1)N1CCOCC1	-2
CCOC(=O)c1ccccc1NC(=O)CSc1nc2[nH]ncc2c(=O)[nH]1	17
C/C=C/c1ccc([C@@H]2[C@@H](CO)N(C(=O)NC(C)C)[C@H]2CN(C)C(C)=O)cc1	3
CCN(CC(=O)Nc1ccccc1OC)C(=O)CN1C(=O)NC2(CCCC2)C1=O	8
COc1ccc(CN2CC3(CCN(C(=O)Cc4ccncc4)CC3)c3c([nH]c4cc(OC)ccc34)[C@@H]2CO)cc1	15[25 µM]
Cc1ccc(S(=O)(=O)N(C)CC(=O)NCC(c2ccco2)N(C)C)cc1 (configuration not stated)	5
Cc1nc2c(cnn2-c2ccccc2)c(=O)n1/N=C/c1ccccc1	-1
Nc1nc(-c2cccs2)cs1	-9
CO[C@H]1CC[C@@H]2CCN(C)C(=O)[C@@H](C)N(C)C(=O)c3cccc(C#N)c3OC[C@H]1O2	0[25 µM]
CCCCOc1c(Cl)cc(C(=O)N2CCN(CC(=O)N3CCCC3)CC2)cc1OCC	5
CCOC(=O)C1=C(COC(=O)CCOc2ccccc2C)NC(=O)NC1C (configuration not stated)	5
C[C@@H]1CN([C@@H](C)CO)C(=O)CCCn2nncc2CO[C@@H]1CN(C)C(=O)Nc1cccc(Oc2ccccn2)c1	8[25 µM]
O=C1CC2(CCN(C(=O)C3CC(=O)N(c4ccc(F)cc4)C3)CC2)Oc2ccccc21 (configuration not stated)	-1
CCn1c(N2CCN(CC(=O)c3c[nH]c4ccccc34)CC2)nc2c1c(=O)[nH]c(=O)n2C	-51
O=C(Cc1ccccc1)c1c[nH]c(C(=O)NCCCN2CCOCC2)c1	7
CN(C(=O)CSc1ncnc2scc(-c3ccccc3)c12)C1CCS(=O)(=O)C1 (configuration not stated)	10
O=C1COc2ccc(C(=O)COC(=O)c3nc(Cl)ccc3Cl)cc2N1	13
NC(=O)COC(=O)c1ccccc1OCc1ccccc1	-4
c1ccc(-c2nc3nonc3c3nc4ccccc4n23)cc1	-5
CC1CCCN(C(=O)C(Cc2ccccc2)n2cccc2)C1 (configuration not stated)	-11
CCOc1ccc(NC(=O)CN(C)C(=O)C2CCCC2)cc1OCC	6
COc1ccc(C(NC(=O)C2CCN(CCOc3ccc(F)cc3)CC2)c2cccs2)cc1 (configuration not stated)	-6

An excerpt from the list above, for reference:
SMILES	BL2 CD40 inh
CCOC(=O)C1=C(COC(=O)CCOc2ccccc2C)NC(=O)NC1C (configuration not stated)	5
C[C@@H]1CN([C@@H](C)CO)C(=O)CCCn2nncc2CO[C@@H]1CN(C)C(=O)Nc1cccc(Oc2ccccn2)c1	8[25 µM]
O=C1CC2(CCN(C(=O)C3CC(=O)N(c4ccc(F)cc4)C3)CC2)Oc2ccccc21 (configuration not stated)	-1
CCn1c(N2CCN(CC(=O)c3c[nH]c4ccccc34)CC2)nc2c1c(=O)[nH]c(=O)n2C	-51
O=C(Cc1ccccc1)c1c[nH]c(C(=O)NCCCN2CCOCC2)c1	7
CN(C(=O)CSc1ncnc2scc(-c3ccccc3)c12)C1CCS(=O)(=O)C1 (configuration not stated)	10

(list continues)
SMILES	BL2 CD40 inh
CCCc1cn(CC[C@@H]2CC[C@H](NC(=O)C3CCCC3)[C@@H](CO)O2)nn1	4
Cc1nc2ccccc2nc1OCC(=O)NCC(F)(F)F	12
COc1cccc(-c2cc(C(=O)Nc3ccc4c(c3)OCO4)no2)c1	-12
CN(Cc1cccc(F)c1)C(=O)C1CC(=O)N(c2ccc3c(c2)OCCO3)C1 (configuration not stated)	17
Cc1cc(C)n2c(Br)c(CN3CCCC(C)C3)nc2n1 (configuration not stated)	7
Cc1ccc2nc(Cl)c(CN(C(=O)c3cnccn3)C3CCCCC3)cc2c1	16
C[C@@H](NC(=O)C[C@H]1C=C[C@H](NS(=O)(=O)c2cccc(F)c2)[C@H](CO)O1)c1ccccc1	-6[25 µM]
COC(=O)CNC(=O)COC(=O)/C=C/c1ccc(F)cc1	2
COc1ccc(/C=C(\CC(=O)O)c2nc3ccccc3o2)cc1	-54
COc1cccc(-c2ccc3c(c2)[C@H]2[C@H](CCN2C(=O)C2CCCCC2)[C@@H](CO)N3)c1	19[25 µM]
O=C(NCc1ccccn1)c1ccc(CNS(=O)(=O)c2ccc(F)cc2)cc1	-7
NC12CC3CC(CC(C3)C1)C2	1
C[C@H]1CN([C@@H](C)CO)C(=O)c2ccccc2-c2ccccc2CO[C@H]1CN(C)S(=O)(=O)c1ccc([N+](=O)[O-])cc1	13[25 µM]
C[C@@H]1CN([C@H](C)CO)C(=O)CCCn2nncc2CO[C@H]1CN(C)S(=O)(=O)c1cn(C)cn1	-4[25 µM]
Cn1cnc2c(ncn2C2OC(CO)C(O)C2O)c1=S (configuration not stated)	4
CCc1noc(C)c1C(=O)N1CCN(S(=O)(=O)c2ccc(Br)cc2Cl)CC1	-3
O=C(O)CCC/C=C/CC1COC(C(F)(F)F)OC1c1ccccc1O (configuration not stated)	-5[25 µM]
CC(=O)c1ccc(OC(=O)Cc2cccc3ccccc23)cc1	4
CCC1CCCCN1CC(=O)Nc1ccc2c(c1)OCCO2 (configuration not stated)	-28
CCCNC(=O)C1(C)CCCN(C(=O)c2cc(C(C)(C)C)nn2C)C1 (configuration not stated)	7
CCOC(=O)c1cc2c(ccn2C)n1Cc1ccc(C#N)cc1	55*
CC(O)(c1cccc(F)c1)c1nc(-c2cccc(C(=O)O)c2)cs1 (configuration not stated)	-45
CN(C)S(=O)(=O)c1cccc(-c2nnc(SCC(=O)NCCCCCC(=O)O)n2-c2ccc(F)cc2)c1	3
Cc1ccc(NC2CC(=O)N(Cc3ccccc3)C2=O)cc1 (configuration not stated)	-18
Cc1noc(C)c1NC(=O)N[C@H]1CC[C@@H](CCNC(=O)C2CCCCC2)O[C@H]1CO	-5
CC1(C)OC2OC3C(CNCCO)OC(c4ccccc4)OC3C2O1 (configuration not stated)	8
Cc1cc(C)cc(NC(=O)CN2CCN(c3ncccn3)CC2)c1	12
CCCOC(=O)c1c(N)sc(C(=O)OCC)c1C	-71
Cc1cccc(-c2cnc(C(O)c3ccc(-c4ccccc4)cc3)[nH]2)c1 (configuration not stated)	-5
COc1ccc(C(C)(O)c2nc(-c3csc4ccccc34)cs2)cc1 (configuration not stated)	-9
O=Cc1ccc(OCc2cn3ccccc3n2)cc1	-94

Two entries from above, field by field:
> CCCOC(=O)c1c(N)sc(C(=O)OCC)c1C
  BL2 CD40 inh: -71
> Cc1cccc(-c2cnc(C(O)c3ccc(-c4ccccc4)cc3)[nH]2)c1 (configuration not stated)
  BL2 CD40 inh: -5

This is a subset (hit frequency here may not be typical).
